POLI inh: blocks human DNA polymerase iota activity | Q9UNA4 | Pol iota fluorescent replication assay, 10 min | Potency, µM (top dose mostly 115 µM), for the others: at the top dose activity, negative = inhibition, hits mostly inhibitors | actives 1% (n = 390,000) | AID 588590
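Fluorescent replication assay read twice, at 0 min and 10 min after adding 50 nM (final) substrate. Enzyme (10 nM) and compounds were first incubated 15 min at room temperature; enzyme-free buffer wells were negative controls.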
Pol eta inh: DNA polymerase eta (human) inhibition. Potency, µM (doses to about 114 µM), for the others: at the top dose activity change, negative = inhibition, actives largely listed as inhibitors. recombinant Pol eta, fluorescent DNA replication assay. actives 1.2% (n = 390,000); note: % is set by controls: 0 for no effect and ±100 for the full control effect
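Fluorescent replication assay: 50 nM final substrate added after a 15 min room-temperature compound preincubation with 10 nM enzyme. Signal taken at 0 min and again at 10 min.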
BLM helicase inh: Bloom syndrome helicase (human) inhibition | AID 2528 | recombinant BLM DNA unwinding, fluorescence dequenching | P54132 | Potency, µM (titrated, usually from 56.1 µM), without a hit: at the highest dose activity change, negative = inhibition, hits mostly inhibitors | actives 0.2% (n = 350,000);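 note: plate controls were vehicle for no effect and no enzyme for full effect; nearly all actives have a fitted effect of over 35% in size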
POLB inh: DNA polymerase beta (human) inhibition. P06746. Pol beta primer extension/strand displacement, fluorescence kinetic. Potency, µM (top dose mostly 114 µM), without a hit: at the top dose activity change, negative = inhibition, hits mostly inhibitors. actives 1.3% (n = 340,000); note: % is set by controls: 0 for no effect and ±100 for the full control effect
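Kinetic readout of DNA synthesis with strand displacement by Pol beta. Compound and 10 nM enzyme sit 15 min at room temperature; 50 nM substrate starts the reaction, read immediately and at 10 min.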
POLK inh: DNA polymerase kappa (human) inhibition | Potency, µM (series often up to 107 µM), for the others: top-dose activity, negative = inhibition, usual class: inhibitors | purified Pol kappa, fluorescent DNA synthesis assay, 10 min | actives 0.53% (n = 400,000) | Q9UBT6; note: % is set by controls: 0 for no effect and ±100 for the full control effect
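Inhibition of 10 nM Pol kappa is measured by a fluorescent read-out at 0 and 10 min following addition of 50 nM substrate (final), with a 15-min room-temperature compound preincubation.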
APE1 inh: APE1 (human) endonuclease inhibition | recombinant APE1, TAMRA/BHQ-2 abasic DNA cleavage fluorescence | Potency, µM (series often up to 65.8 µM), for the others: at the top dose activity change, negative = inhibition, most hits filed as inhibitors | P27695 | actives 0.35% (n = 350,000);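 note: plate controls were vehicle for no effect and reference inhibitor for full effect; nearly all actives have a fitted effect of over 55% in size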
Target sequence (P27695 whole entry, looked up): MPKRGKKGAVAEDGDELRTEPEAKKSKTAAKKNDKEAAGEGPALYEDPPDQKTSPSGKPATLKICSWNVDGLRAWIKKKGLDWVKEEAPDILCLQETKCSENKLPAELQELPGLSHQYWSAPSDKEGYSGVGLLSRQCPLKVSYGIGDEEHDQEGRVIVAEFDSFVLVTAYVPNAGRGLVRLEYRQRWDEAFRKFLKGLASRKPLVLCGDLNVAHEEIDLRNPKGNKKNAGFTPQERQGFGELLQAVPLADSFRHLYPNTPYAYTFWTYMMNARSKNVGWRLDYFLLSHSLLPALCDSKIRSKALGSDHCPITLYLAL
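0.75 nM APE1 + cpd, 15 min RT; start w/ 50 nM TAMRA/BHQ-2 THF-abasic dsDNA; kinetic fluor 525/598 nm ×3 reads @60 s; Δ(read3−read1); normalized to DMSO and NSC13755 control wells.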
G9a block: blocks human histone lysine methyltransferase G9a. Q96KQ7. G9a H3K9 monomethylation, AlphaScreen, 2 h. Potency, µM (highest dose often 102 µM), for the others: top-dose activity, negative = inhibition, usual class: inhibitors. actives 8.8% (n = 350,000); note: % is set by controls: 0 for no effect and ±100 for the full control effect; nearly all actives have a fitted effect of over 75% in size
Target sequence (Q96KQ7 913-1193 limits assumed): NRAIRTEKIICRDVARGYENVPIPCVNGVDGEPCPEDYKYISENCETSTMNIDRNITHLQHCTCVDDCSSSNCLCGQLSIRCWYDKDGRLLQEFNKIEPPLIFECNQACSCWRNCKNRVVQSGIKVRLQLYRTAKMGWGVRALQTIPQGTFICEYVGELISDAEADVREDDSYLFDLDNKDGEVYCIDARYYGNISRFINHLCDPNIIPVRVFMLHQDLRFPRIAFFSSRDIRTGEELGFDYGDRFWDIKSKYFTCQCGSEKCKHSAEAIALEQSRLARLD
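Using a bead-based AlphaScreen, monomethylated H3K9 product from 2 h room-temperature reactions (G9a 20 nM, peptide 500 nM, SAM 20 uM) was detected with 0.5 ug/mL rabbit anti-H3K9me1 antibody.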
BAZ2B block: inhibitors of human BAZ2B bromodomain. Q9UIF8. AlphaScreen BAZ2B-H3K14Ac peptide displacement. Potency, µM (top dose mostly 114 µM), inactives show at the top dose activity change, negative = inhibition, usual class: inhibitors. actives 4.4% (n = 360,000). AID 504333; note: % is set by controls: 0 for no effect and ±100 for the full control effect; nearly all actives have a fitted effect of over 60% in size
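Compounds, titrated to a top concentration of 110 uM, were incubated 30 min at room temperature with preformed BAZ2B/acetyl-K14 H3 peptide complex (50 nM each). Proximity signal was measured by AlphaScreen after 20 min with beads.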
Anesthetic bind: binds horse apoferritin like a general anesthetic | apoferritin/1-aminoanthracene competitive binding, fluorescence | Potency, µM (doses to about 77.5 µM), inactives show at the highest dose activity change, negative = displacement, hits mostly inhibitors | actives 0.074% (n = 350,000) | AID 485281; note: % is set by controls: 0 for no effect and ±100 for the full control effect; nearly all actives have a fitted effect of over 20% in size
Target sequence (P02791 2-175 limits assumed): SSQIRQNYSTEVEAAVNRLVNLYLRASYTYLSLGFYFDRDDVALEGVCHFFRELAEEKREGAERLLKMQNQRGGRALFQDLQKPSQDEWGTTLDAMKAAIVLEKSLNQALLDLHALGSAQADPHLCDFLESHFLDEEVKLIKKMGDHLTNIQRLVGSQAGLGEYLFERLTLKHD
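Apoferritin-based anesthetic binding model; compound displacement of fluorescent 1-AMA measured as endpoint fluorescence after 10 minutes at room temperature, scaled to free-ligand and complex controls.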
Starred values were filed as active, the others as inactive; ? = inconclusive; nt = not tested or not shown; & = joins results of further samples; [ ] = remark or other dose. Calls come from the whole dose curve; as a rule, active = well fitted curve in the direction sought with a large enough effect; inconclusive = small, poorly fitted or top-dose-only effect, or another doubt; inactive = no such curve, though single readings can be large; an effect the other way counts as inactive or inconclusive. Potency is the fitted concentration of half-maximal effect.

entry	mol	Anesthetic bind	G9a block	Pol eta inh	POLK inh	BAZ2B block	BLM helicase inh	POLB inh	POLI inh	APE1 inh
1	Cc1ccc(C(=O)NNC(=O)c2ccc(S(=O)(=O)N3CCCCC3)cc2)cc1	nt	nt	-2%	-17%	nt	nt	nt	?	-10%
2	N#CCCN1CCN(S(=O)(=O)c2ccc(C3CCCCC3)cc2)CC1	nt	37%[2.33 µM]	-18%	2%	1%	nt	nt	-18%	7%
3	CCC(C)NC(=O)C1CCN(S(=O)(=O)c2cc([N+](=O)[O-])ccc2Cl)CC1 (stereo not drawn)	-3%	-23%	-17%	-12%	-2%	-1%	-1%	58%[activator]	0%
4	O=C1COc2ccccc2N1Cc1c(F)cccc1Cl	-10%	28%	-8%	1%	12%	-3%	24%	23%	22%
5	O=C(CCN1CCCCCC1)Nc1ccc(F)cc1	-9%	-8%	-12%	-9%	1%	33%[activator]	20%	?	-3%
6	CC(C)C(=O)NC(=S)Nc1ccccc1N1CCN(C(=O)c2ccc(Cl)cc2)CC1	-6%	7%	-14%	4%	-18%	-10%	3%	42%[activator]	5%
7	Cc1ccc(/C=C/C(=O)Nc2nc3ccccc3[nH]2)cc1	-4%	-1%	?	-16%	-7%	-6%	-1%	-14%	-7%
8	CCc1nc(OCCN(C)C)c2oc3ccccc3c2n1	-8%	?	-15%	-14%	15%	3%	30%	?	-1%
9	COc1ccc(-c2noc(CCC(=O)N3CCN(c4cccc(Cl)c4)CC3)n2)cc1	nt	nt	-10%	-13%	nt	nt	nt	-7%	-7%
10	Cc1ccc(C2(C)NC(=O)N(CC(=O)N3CCc4ccccc43)C2=O)cc1 (stereo not drawn)	nt	nt	-14%	0%	nt	nt	nt	46%[activator]	-4%
11	O=C(c1nc(-c2ccccc2)n(-c2ccccc2)n1)N1CCCCCC1	-6%	6%	-15%	0%	12%	-2%	37%	18%	15%
12	COc1ccc(N2CCN(C(c3cccs3)c3nnnn3C3CCCC3)CC2)cc1 (stereo not drawn)	-12%	?	-15%	-8%	?	-5%	?	74%[activator]	-17%
13	CCC(C)NC(=O)c1cn(CC)c2ccc(S(=O)(=O)N3CCCCC3)cc2c1=O (stereo not drawn)	?	0%	-13%&0%	1%&6%	-19%	-3%&1%	0%&36%	15%&-7%	47%
14	CCOc1ccc(S(=O)(=O)N2CCC(C(=O)N3CCN(C)CC3)CC2)cc1Cl	0%	?	-18%	8%	2%	-1%	27%	-15%	-1%
15	Cc1ccc2c(CN3CCC(C)CC3)cc(=O)oc2c1	?	45µM*	1%	4%	-3%	-2%	30%	3%	16%
16	COc1ccc(/C=C2/NC(=O)N(Cc3ccccc3F)C2=O)cc1OC	2%	30%	-18%	-6%	2%	-3%	-7%	-1%	0%
17	O=[N+]([O-])c1ccc2nn(Cc3ccccc3)cc2c1	4%	26%[0.501 µM]	-20%	-1%	-9%	-1%	12%	-13%	-10%
18	CCCCN(C(=O)C1CC(=O)N(c2ccc(CC)cc2)C1)c1c(N)n(CCC)c(=O)[nH]c1=O (stereo not drawn)	nt	?	-11%	-1%	-12%	nt	nt	16%	30%
19	Cc1ccc(-n2nc(C(=O)N3CCN(c4ccccc4)CC3)c(=O)n(C)c2=O)cc1	-18%	13%[59 µM]	-23%	-6%[60.1 µM]	-13%	2%	12%	27%	nt
20	O=S(=O)(NCC(c1ccco1)N1CCN(c2ccc(F)cc2)CC1)c1ccc(F)cc1 (stereo not drawn)	11%	-8%[59 µM]	-22%	3%	6%	0%	-21%	4%	9%
21	CSc1cccc(NC(=O)c2cc(S(=O)(=O)N3CCc4ccccc43)cn2C)c1	5%	nt	-22%	-3%	-8%	-10%	?	15%	5%
22	CC(C)Cc1nnc(NS(C)(=O)=O)s1	-7%	?	-15%	2%	-28%	1%	3%	14%	-10%
23	O=C(NCCO)c1cc2c([nH]c3ccccc32)c(-c2ccc(F)cc2)n1	4%	-7%	5%	0%	1%	-3%	15%	14%	15%
24	Cc1ccccc1-c1nnc(SCC(=O)NC2CCCC2)o1	-7%	-5%[59 µM]	-13%	-2%	9%	0%	10%	17%	15%[12.4 µM]
25	CCOc1ccc(-c2nnc(SCC(=O)NC3CC3)o2)cc1	nt	1%[12.7 µM]	-10%	3%	12%	nt	nt	3%	18%
26	C/C(CCc1ccco1)=N\NC(=O)CNc1cccc2ccccc12	?	?	-14%	-7%	nt	4%	-10%	?	-3%
27	Cc1nnc(N2CCCC(C(=O)NCc3ccccc3F)C2)c2nn(-c3ccc(Cl)cc3)c(C)c12 (stereo not drawn)	-3%	-5%[59 µM]	-11%	-21%	-5%	-4%	0%	27%	nt
28	O=C(CNc1ccc(F)cc1)N/N=C/C1CC=CCC1 (stereo not drawn)	?	1%	-17%	-2%	-19%	-11%	1%	-1%	1%
29	O=C(c1ccc2c(c1)N(Cc1ccccc1F)C(=O)c1ccccc1S2=O)N1CCCCC1 (stereo not drawn)	-9%	-33%[59 µM]	-23%	1%	-19%	-2%	18%	41%[activator]	nt
30	C=CCNC(=O)Cn1nc(-c2ccccc2)ccc1=O	2%	7%[59 µM]	-10%	-5%	3%	-2%	28%	29%	14%

Sorted by SMILES length (smallest number first): part of the list above
entry	mol	Anesthetic bind	G9a block	Pol eta inh	POLK inh	BAZ2B block	BLM helicase inh	POLB inh	POLI inh	APE1 inh
22	CC(C)Cc1nnc(NS(C)(=O)=O)s1	-7%	?	-15%	2%	-28%	1%	3%	14%	-10%
28	O=C(CNc1ccc(F)cc1)N/N=C/C1CC=CCC1 (stereo not drawn)	?	1%	-17%	-2%	-19%	-11%	1%	-1%	1%
29	O=C(c1ccc2c(c1)N(Cc1ccccc1F)C(=O)c1ccccc1S2=O)N1CCCCC1 (stereo not drawn)	-9%	-33%[59 µM]	-23%	1%	-19%	-2%	18%	41%[activator]	nt

(list continues)
entry	mol	Anesthetic bind	G9a block	Pol eta inh	POLK inh	BAZ2B block	BLM helicase inh	POLB inh	POLI inh	APE1 inh
31	Cc1nn2c(N3CCN(C(=O)c4ccco4)CC3)cc(C(C)(C)C)nc2c1-c1ccccc1	-4%	-3%[12.7 µM]	-10%	-5%	7%	0%	23%	10%	-9%
32	CCOc1ccccc1N(CC(=O)NC(C)(C)C)C(=O)c1ccc(CN2CCOCC2)o1	-15%	29%	-3%	-10%	-3%	0%	15%	25%	-5%
33	O=C(Nc1ccc(F)c(Cl)c1)N1CCC(CN2CCc3ccccc3C2)CC1	-10%	-40%[59 µM]	-15%	-15%	-8%	-3%	0%	1%	nt
34	CCOC(=O)c1ccc(N2C(=O)CC(N3CCC(Nc4ccc(F)cc4)CC3)C2=O)cc1 (stereo not drawn)	-8%	10µM*	0%	-2%	-31%	-5%	3%	4%[58.9 µM]	-1%
35	S=C1NCCOCCOCCOCCOCCNC(=S)NCCOCCOCCOCCOCCN1	4%	40%[activator][59 µM]	10%	7%	15%	5%	24%	35%[activator]	13%
36	COCCCNC(=O)CCC(=O)N1Cc2cccc(OC)c2Oc2ncccc21	-4%	-30%[59 µM]	-10%	-6%	10%[57.1 µM]	-1%	-2%	9%	nt
37	O=C(CNC(=S)NC(=O)c1ccc(Br)o1)c1ccccc1	-17%	-4%[59 µM]	-3%	-16%	5%	-5%	8%	21%	-4%
38	COC(=O)c1ccc(NC(=O)CC2C(=O)N(c3ccc(C)cc3)C(=O)N2CC(C)C)cc1 (stereo not drawn)	-24%	?	-2%	-6%	4%	-5%	2%	-7%[58.9 µM]	12%
39	O=C(CSc1ccc(F)cc1)N1CCC(c2nc3ccccc3s2)CC1	?	?	-4%	-7%	-24%	2%	0%	4%	-5%
40	CCOc1cc2[nH]c(=O)n(Cc3ccc(C(=O)NCCCN4CCC(C)CC4)cc3)c(=O)c2cc1OCC	-18%	-29%	-27%	-15%	-1%	-6%	0%	86%[activator]	-6%
41	Cc1cc(C)n(CCCNC(=O)C2CC(=O)N(Cc3ccccc3)C2)n1 (stereo not drawn)	nt	-24%	-5%	-1%	-4%	nt	nt	18%	9%
42	CCC(C(=O)c1ccc(O)cc1)c1ccccc1 (stereo not drawn)	?	27%[2.33 µM]	0%	-17%	-6%	-5%	-2%	-8%	-3%
43	O=C(c1cc2ccccc2[nH]1)N1CCOCC1	-9%	-1%[59 µM]	-10%	-8%	5%	-2%	?	15%	0%
44	Cc1ccccc1NC(=O)c1cccc(NC(=O)CCC(=O)O)c1	-3%	nt	-2%	-6%	-1%	-7%	-21%	88%[activator]	3%
45	Cc1cc(NC(=O)CSc2nc(=O)n(CCN(C)C)c3c2CCCC3)no1	nt	?	-23%	-14%	6%	nt	nt	8%	-2%
46	Cc1ccc(NCC(=O)NNC2=NCCC2)c(C)c1	5%	?	0%	-12%	?	2%	3%	13%	-2%
47	COc1ccc(CC(=O)Nc2nc3c(s2)CCCC3)cc1	102%[activator]	-44%[59 µM]	-16%	-9%	?	-5%	-3%	2%	nt
48	COc1cccc(-n2c(N)c(C#N)c3ccc([N+](=O)[O-])cc3c2=O)c1	4%	10%	nt	nt	3%	3%	-1%[57.1 µM]	nt	-1%
49	CCOC(=O)C1=C(c2ccccc2)OC(N)=C(C#N)C1c1ccc(Br)s1 (stereo not drawn)	-10%	?	-11%	-2%	-9%	3%	18%	-4%	13%
50	Cc1ccc(CCN2CC(C(=O)NCCCN3CCC(C)CC3)CC2=O)cc1 (stereo not drawn)	-2%	11%[59 µM]	3%	7%	7%	-1%	23%	14%	3%
51	Cc1ccc(C)c(Cn2c(=O)n(CCCCC(=O)NCc3ccc4c(c3)OCO4)c(=O)c3ccccc32)c1	-4%	8%[59 µM]	-11%	1%	-11%	-4%	36%	0%	nt
52	O=C(N/N=C/c1cccc([N+](=O)[O-])c1)c1cc(-c2ccc3c4c(cccc24)CC3)n[nH]1	2%	-9%[59 µM]	-3%	-10%	-8%	-14%	-29%	?	19%

Screens from PubChem BioAssay.

These rows are one share of the data; rates above refer to the full screens.
